# Screens (PubChem BioAssay)
# GPR55 beta-arrestin – GPR55 agonists via beta-arrestin recruitment, primary screen, imaging, U2OS cells, beta-arrestin-GFP redistribution (AID 1961) | U2OS GPR55 beta-arrestin-GFP redistribution imaging; higher % means a stronger effect | activation, % at 10 µM, or EC50 in µM where a hit was titrated | 290,000 tested, 0.048% active;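 active means activation above 40% with more than 50 cells counted in the well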;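 further: U2OS osteosarcoma cells stably expressing GPR55 and beta-arrestin-GFP; plate controls were DMSO negative control for no effect and LPI positive control for full effect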
# NTR1 agonist – agonists of NTR1, primary screen, imaging, U2OS cells, beta-arrestin-GFP, high content (AID 493036); P30989; NTR1-U2OS beta-arrestin-GFP spot imaging, agonist mode; activation, % at 20 µM; 330,000 tested, 0.17% active;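 active means activation at or above 40% of the spot to cytoplasm intensity ratio, with at least 20 cells analyzed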;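 further: 0% = DMSO without peptide and 100% = 100 nM NTR1 peptide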
# Target sequence (P30989 whole entry, looked up): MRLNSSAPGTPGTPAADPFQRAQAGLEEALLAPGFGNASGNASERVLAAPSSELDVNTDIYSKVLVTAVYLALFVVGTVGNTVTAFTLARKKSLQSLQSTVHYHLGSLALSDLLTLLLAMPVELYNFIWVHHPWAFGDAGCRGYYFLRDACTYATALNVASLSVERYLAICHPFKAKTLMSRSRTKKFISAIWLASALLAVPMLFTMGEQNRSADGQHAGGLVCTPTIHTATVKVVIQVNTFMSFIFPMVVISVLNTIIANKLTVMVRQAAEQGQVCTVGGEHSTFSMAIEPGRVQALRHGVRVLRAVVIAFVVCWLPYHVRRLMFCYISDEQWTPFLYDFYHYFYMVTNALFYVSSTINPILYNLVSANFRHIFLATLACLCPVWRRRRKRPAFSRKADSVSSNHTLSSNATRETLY
# T cell HTS – T cell immune modulators affecting CD8 T cell-vesicle binding | 330,000 tested, 0.068% active | 2C CD8+ T cell-vesicle binding, flow cytometry; hits give low values | calls only at 7 µM | AID 2052;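 active means response, share of CD8 T cells binding vesicles, and their 90th percentile fluorescence all below set limits, cut at about 80% in these data, passing the limit was not always enough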
#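 Benchmarks: naked versus QL9-loaded vesicles / Assay system: purified 2C TCR transgenic mouse naive CD8+ T cells / Technique: high-throughput flow cytometry with anti-B7-1 and anti-CD8 staining / Timing: Cell–vesicle co-incubation 1.5 h at 37 °C, staining 20 min on ice / Read-out: percent CD8+ FL2 mean versus row control / Probe or stimulus: QL9-loaded Drosophila micro-vesicles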
# West Nile virus CPE – inhibition of WNV-induced cytopathic effect – cell-based, CPE readout (AID 1621); West Nile virus-infected cells, CPE inhibition; higher % means a stronger effect; CPE inhibition, % at 10 µM; hits with a dose series show IC50 in µM; 290,000 tested, 0.02% active; in the data active means a potency from the dose series; further: strong numbers were not always called active
# GPR35 arrestin U2OS – inhibition of zaprinast-stimulated GPR35 beta-arrestin translocation – imaging, U2OS, beta-arrestin-GFP, zaprinast agonist, primary screen (AID 2058). U2OS GPR35 beta-arrestin-GFP translocation imaging, zaprinast antagonism; higher % means a stronger effect. one-dose inhibition, % at 10 µM; IC50 in µM for titrated hits. 290,000 tested, 0.052% active;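 active means inhibition of at least 50% with at least 30 cells and total cytoplasm GFP at most 10,000,000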
# PhoP inhibition – inhibitors of PhoP regulon expression, primary screen, Salmonella Typhimurium, GFP reporter (AID 1863); 300,000 tested, 0.16% active; S. Typhimurium PhoP-regulated promoter GFP reporter, 4 h; higher % means a stronger effect; inhibition, % at 50 µM, or IC50 in µM where a hit was titrated;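 active means inhibition over 29.93%, a cutoff 3 SD above the screen mean, later confirmed by dose response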;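 further: 0% = low Mg2+ inducing control and 100% = high Mg2+ repressing control; strong numbers were not always called active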
# KOR beta-arrestin-1 – kappa opioid receptor activators – cell-based, luminescence, uHTS, primary screen (AID 1777); KOR beta-arrestin recruitment, luminescence; higher % means a stronger effect; activation, % at 10 µM; hits with a dose series show EC50 in µM; 280,000 tested, 0.02% active; in the data active means activation above about 50%, passing the limit was not always enough; further: a part of the inactive calls stands beside numbers as strong as those of hits
# KOR beta-arrestin-2 – kappa opioid receptor blockers – cell-based, luminescence, uHTS (AID 1778). KOR beta-arrestin recruitment, luminescence, antagonist mode; higher % means a stronger effect. 290,000 tested, 0.091% active. inhibition, % at 10 µM; hits with a dose series show IC50 in µM; in the data active means inhibition above about 50%; further: strong numbers were not always called active
# GPR55 LPI antagonism – inhibition of LPI-stimulated GPR55 beta-arrestin translocation – imaging, U2OS, beta-arrestin-GFP, LPI agonist, primary screen (AID 2013); 290,000 tested, 0.13% active; U2OS GPR55 beta-arrestin-GFP translocation imaging, LPI antagonism; higher % means a stronger effect; inhibition, % at 10 µM; hits with a dose series show IC50 in µM;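 active means spots per cell inhibited over 60%, with over 100 cells counted and total cytoplasm intensity under 500,000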;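 further: U2OS cells stably carrying GPR55 and arrestin-GFP stimulated by 5 µM LPI near EC80; imaged beta-arrestin-GFP aggregate spots per cell after agonist stimulation; plate controls were LPI-stimulated DMSO wells for no effect and DMSO wells without LPI for full effect; some results filed as inactive read as strong as hits; confirmed hits need IC50 under 10 µM and bright autofluorescent wells are also inconclusive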
# T cell HTS vesicle-bound % – second read-out of T cell HTS, no call of its own (marks repeat the call); double positive events, %; measured here: CD8+ vesicle-bound cell fraction;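 binding gate set so that unloaded-vesicle control wells show 10% double positive cells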
# NTR1 agonist cell count 20 µM – also measured in NTR1 agonist; calls as there; cell count; measured here: cell count, cytotoxicity flag
# * = called active by the depositor; i = inactive; . = no result given; [ ] = dose if it differs, or a comment. The order is random; about 0.62% have a hit in one of these screens.
SMILES,GPR55 beta-arrestin,NTR1 agonist,NTR1 agonist cell count 20 µM,T cell HTS,T cell HTS vesicle-bound %,West Nile virus CPE,GPR35 arrestin U2OS,PhoP inhibition,KOR beta-arrestin-1,KOR beta-arrestin-2,GPR55 LPI antagonism
Cc1ccc(OC(=O)Nc2ccccc2)cc1,0.6%,-0.2,60,i,58,-0.3%,0%,1%,3.2%,-2%,18%
CCN(CC(=O)Nc1ccccc1OC)C(=O)COc1ccc2ccccc2c1,0.2%,2.1,71,i,3,-1.1%,5%,7%,9.5%,-26%,0%
COc1ccc(CNC(=O)c2cccnc2Sc2ccc(C)c(C)c2)cc1,0.2%,-0.9,41,i,44,-1.1%,-1%,-3%,-1.9%,-13%,-3%
CCS(=O)(=O)n1nc(-c2ccc(Cl)cc2)nc1N,-0.1%,2.8,42,i,44,0.0%,2%,-10%,-1.4%,-20%,11%
Cc1c(CCO)c(=O)oc2n[nH]c(-c3ccccc3)c12,-0.4%,-0.6,89,i,36,0.1%,17%,5%,-1.8%,-10%,-14%
Cc1cccc(NC(=O)c2ccc(S(=O)(=O)N(C)CC3CCCO3)cc2)c1C (centres undefined),-0.1%,-1.3,52,i,38,-0.9%,7%,-4%,17%,-6%,7%
O=[N+]([O-])c1ccc(CN2CCN(c3nc4ccccc4s3)CC2)cc1,0.2%,2.0,47,i,65,0.1%,-6%,0%,0.7%,-28%,0%
COC(=O)CN(c1ccc2c(c1)OCO2)S(C)(=O)=O,0.2%,1.4,51,i,40,.,-11%,2%,-4.3%,-5%,6%
CCOC(=O)C1=NNC2(c3ccc(Cl)cc3)C(=O)N(c3ccc(C)cc3)C(=O)C12 (centres undefined),-0.4%,3.1,44,i,46,0.0%,-19%,3%,9.4%,0%,3%
Cc1ccc(S(=O)(=O)N(Cc2ccccc2)c2ccccn2)cc1[N+](=O)[O-],-0.4%,2.2,52,i,63,-0.7%,-2%,-4%,4.8%,-20%[20 µM],-22%
C/C(=N/NC(=O)CNC(=O)C1COc2ccccc2O1)c1ccc([N+](=O)[O-])cc1 (centres undefined),-0.2%,1.8,55,i,53,-0.9%,8%,14%,-6.1%,0%,3%
Cc1ccccc1NC(=O)CNc1ccc(Cl)c(C(F)(F)F)c1,0.3%,-1.3,57,i,27,-0.6%,-13%,-9%,-1.5%,-4%,35%
O=C(O)CCCn1cc(NC(=O)COc2ccc(F)cc2F)cn1,-0.1%,-0.6,63,i,60,-0.2%,-7%,15%,0.9%,5%,12%
COc1ccc(C(=O)N/C(=C/c2cccc3ccccc23)C(=O)NCCc2c[nH]c3ccccc23)cc1OC,0.1%,0.1,51,i,39,-0.4%,-1%,6%,2.6%,20%,12%
Cc1ccc(C(=O)OCC(=O)NCC(F)(F)F)cc1C,-0.2%,0.4,43,i,42,0.5%,14%,-1%,0.1%,19%,14%
O=C(NC(=S)NCc1ccccc1)c1ccccc1Br,-0.2%,-1.3,63,i,51,-0.2%,-3%,2%,-1.4%,-5%[20 µM],-7%
c1cnc(-c2noc(CN3CCN(C4CCCC4)CC3)n2)cn1,-0.1%,2.5,56,i,37,0.1%,3%,.,.,-35%[20 µM],10%
CC(C)Cc1nc(SCC(=O)Nc2nnc(CC(C)C)s2)n[nH]1,-0.1%,-1.1,68,i,29,0.1%,-10%,8%,3.5%,12%,2%
COc1ccc(CNC(=O)CN(Cc2ccccc2OC)C(=O)c2csnn2)cc1,-0.4%,2.0,46,i,36,-0.4%,9%,10%,2.3%,-24%,0%
Cc1nc(-c2ccc(-c3ccon3)s2)no1,0.2%,0.5,50,i,20,-0.1%,6%,-3%,-1.5%,-6%,6%
Cc1ccccc1NC(=S)N(Cc1cccs1)C1CCCC1,1.1%,0.3,60,i,50,-0.4%,-2%,-9%,4.8%,9%,1%
O=C(c1ccc(S(=O)(=O)NCc2ccco2)cc1)N1CCCC1,-0.2%,0.4,47,i,48,-0.4%,27%,-8%,0.2%,-16%,5%
Cc1ccc(C(=O)NNC(=O)C(C)Sc2nc(N)cc(N)n2)cc1 (centres undefined),-0.3%,0.2,86,i,44,-0.1%,2%,19%,-0.9%,14%,-10%
CCOc1ccccc1NC(=O)c1cccc(N2C(=O)CCC2=O)c1,-0.1%,1.6,56,i,61,0.1%,-5%,-4%,0.8%,-14%,7%
CC(=O)Nc1cccc(N(C)S(C)(=O)=O)c1,0.0%,-0.9,64,i,11,-0.2%,2%,-9%,1.1%,8%,27%
# Next section
SMILES,GPR55 beta-arrestin,NTR1 agonist,NTR1 agonist cell count 20 µM,T cell HTS,T cell HTS vesicle-bound %,West Nile virus CPE,GPR35 arrestin U2OS,PhoP inhibition,KOR beta-arrestin-1,KOR beta-arrestin-2,GPR55 LPI antagonism
COc1cc(CNc2nc(C)c([N+](=O)[O-])c(C)c2C#N)cc(OC)c1OC,0.1%,2.0,38,i,10,-0.9%,-20%,-14%,7.3%,-26%,16%
CCOC(=O)C[C@H]1c2ccc(C(F)(F)F)cc2S(=O)(=O)N1C(C)C,.,2.7,75,i,24,-0.6%,.,5%,.,.,.
O=C(Nc1cccc(Cl)c1N1CCCC1)c1cc2ccccc2o1,-0.1%,2.5,31,i,57,-0.2%,6%,-4%,9.2%,-78%,13%
O=C(CCS(=O)(=O)c1ccc(Br)cc1)Nc1ccc2c(c1)OCO2,-0.2%,0.1,78,i,22,1.0%,3%,5%,6.4%,-2%,-1%
O=C(c1cnc2nc3ccccc3n2c1)c1cc(F)ccc1O,-0.2%,-0.1,63,i,48,-0.6%,4%,-2%,2.1%,-21%,8%
Cc1ccc(-n2nnnc2SCC(=O)Nc2cc(C)on2)c(C)c1,-0.4%,-0.8,53,i,44,0.7%,4%,-7%,3.3%,-17%,8%
CCN(CC)C(=O)Cn1c(=O)n(-c2ccccc2)c(=O)c2c3c(sc21)CCC3,-0.1%,-0.3,62,i,47,-0.7%,4%,-1%,-2.2%,4%,-3%
O=C(CCC(=O)OCC(=O)c1ccc(-c2ccccc2)cc1)Nc1cccc(Cl)c1,-0.1%,-0.1,80,i,30,0.3%,-12%,3%,1.9%,-8%,13%
CN(C)S(=O)(=O)N1CCc2ccc(NC(=O)c3ccccc3Cl)cc2C1,-0.4%,0.3,52,i,58,-1.3%,-7%,-3%,1.8%,-36%[20 µM],-8%
CN1C(=O)N(c2cccc3ccccc23)C(n2cncn2)C1(C)C (centres undefined),-0.1%,0.5,58,i,47,-0.3%,-13%,0%,-3.4%,-3%,-2%
CC(C)(C)C(=O)Nc1nc(NC(=O)C(C)(C)C)nc(-c2ccccc2Cl)n1,-0.1%,-0.7,42,i,29,-0.4%,-13%,-4%,-0.8%,6%,1%
COc1ccc(S(=O)(=O)N2CCCC(C(F)(F)F)C2)cc1 (centres undefined),0.2%,5.0,41,i,34,-1.5%,-9%,4%,-0.4%,-16%[20 µM],-8%
FC(F)(F)c1ccc(/C=N/N2CCN(Cc3cccc4ccccc34)CC2)cc1,0.0%,0.4,70,i,43,0.2%,-1%,-8%,3.3%,23%,.
O=c1c2ccccc2cnn1Cc1n[nH]c(=S)n1-c1ccccc1Cl,0.8%,0.3,71,i,34,-0.1%,9%,3%,1.1%,2%,-2%
Cc1cccnc1NC(=S)NC(=O)c1cncc(Br)c1,-0.1%,0.0,100,i,20,-0.5%,5%,-9%,5.5%,-20%,-5%
Cc1ccc2c(C(=O)CN3CCN(c4ccccc4)CC3)c(C)[nH]c2c1,-0.2%,4.4,38,i,47,0.3%,-3%,-10%,13%,-56%,1%
Cc1nc2c3ccccc3n(CC#N)c(=O)n2n1,-0.1%,0.0,61,i,60,-0.1%,-3%,15%,-4.2%,9%,4%
COCCn1c(=NC(=O)c2ccc3c(c2)OCCO3)sc2cc(S(N)(=O)=O)ccc21,0.5%,7.1,45,i,23,0.5%,-2%,-10%,0.3%,-4%,4%
O=C(Nc1ccncc1)c1ccc(Br)cc1,-0.1%,0.2,56,i,38,-1.9%,7%,5%,6.7%,10%,-8%
O=C1CN(C(=O)CSc2nnnn2-c2ccc(Cl)cc2)c2ccccc2N1,-0.3%,2.3,42,.,.,0.1%,17%,4%,-0.7%,-27%,-3%
Cn1c(=O)n(CCc2ccccc2)c(=O)c2c1nc1n2CCCN1CCc1ccccc1,-0.1%,38,43,i,28,1.1%,-2%,4%,5.6%,-10%,2%
O=C1C=C(c2ccccc2)CC(c2cccs2)C1n1cnc([N+](=O)[O-])c1 (centres undefined),0.1%,0.4,69,i,36,-0.2%,7%,11%,0.4%,0%,13%
Cc1cc(NC(=O)CSc2nnc3c(C)cc4cc5c(cc4n23)OCO5)no1,-0.2%,.,.,.,.,.,2%,.,-4.0%,6%,12%
CC(C)CCNC(=O)CCc1nnc(Cc2c[nH]c3ccccc23)o1,-0.1%,-0.5,82,i,50,0.2%,-8%,6%,.,-1%,-2%
OCc1nc2nc(Cl)c(Cl)nc2[nH]1,-0.2%,-1.7,88,i,59,-0.1%,-2%,-3%,-3.3%,3%,3%
# (continued)
SMILES,GPR55 beta-arrestin,NTR1 agonist,NTR1 agonist cell count 20 µM,T cell HTS,T cell HTS vesicle-bound %,West Nile virus CPE,GPR35 arrestin U2OS,PhoP inhibition,KOR beta-arrestin-1,KOR beta-arrestin-2,GPR55 LPI antagonism
O=C(Nc1nnc(S(=O)(=O)N2CCOCC2)s1)c1ccccc1F,-0.2%,0.6,50,i,4,-0.2%,19%,3%,-5.5%,6%,-19%
COc1ccc2c(c1OC)C(=O)OC2CC(=O)c1ccc(N(C)C)cc1 (centres undefined),-0.2%,-0.1,30,i,17,0.3%,1%,11%,21%,-12%,2%
Cc1ccc(OCCC(=O)Nc2ccc(C)c(F)c2)cc1,-0.3%,0.4,35,i,22,-0.6%,5%,-1%,-4.6%,8%[20 µM],11%
O=C(N/N=C/c1ccccn1)C(O)c1ccccc1 (centres undefined),0.3%,-0.3,48,i,15,0.2%,11%,-5%,-1.1%,18%,9%
Cc1ccc(F)cc1NC(=O)CCc1c(C)nn(-c2ccc(N3CCCCC3)nn2)c1C,0.2%,0.8,69,i,44,0.3%,1%,-6%,-5.6%,-4%,12%
COc1c(Cl)ccc(Cl)c1C(=O)NC(=O)N1CCOCC1,-0.1%,4.3,84,i,22,0.8%,4%,5%,-5.5%,22%,-1%
c1ccc(Oc2ccc(-c3ccn[nH]3)cc2)cc1,-0.4%,-0.1,41,i,21,0.7%,2%,-8%,-3.5%,31%,-8%
